TDP2 absorb = blocks human TDP2 phosphodiesterase activity; O95551; recombinant TDP2, T5PNP hydrolysis, p-nitrophenol absorbance 415 nm; inhibition, % at 12.8 µM; 370,000 compounds, 0.34% hits;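 active means inhibition above the mean of all tested compounds plus 3 SD, set per campaign, cut at about 25% in these data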;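 further: 0% = DMSO with enzyme and 100% = buffer with substrate but no TDP2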
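System: recombinant human TDP2 / Amount: 120 nM TDP2 per well / Also added: 5 mM T5PNP chromogenic substrate / Doses: 12.8 µM single point, 1% DMSO / Incubation: 2 h at 37 °C / Detection: p-Nitrophenol epi absorbance / Evaluation: % inhibition relative to enzyme-containing and enzyme-free wells / Repeats: singlicate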
TCR CD3 inh = human TCR-CD3 binding inhibition; TAMRA-labeled TCR probe fluorescence, biochemical; inhibition, % at 9.4 µM; 360,000 compounds, 0.37% hits; AID 651800; in the data active means inhibition above about 19%;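 further: recombinant mutant TCR 2C K166C tagged with TAMRA read by polarization; 0% = receptor in buffer alone and 100% = receptor with positive control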
SIAE primary = inhibitors of human sialic acid acetylesterase SIAE; Q9HAT2; SIAE FP-Rh probe binding, fluorescence polarization; inhibition, % at 9.66 µM; 370,000 compounds, 0.69% hits; AID 1053197;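 active means inhibition above a cutoff: mean of compounds within the control limits plus 3 SD of those, cut at about 17% in these data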;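 further: 0% = plate median of compound wells and 100% = probe without SIAE protein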
Tn7 DDE FP = disrupts Tn7 cyclic peptide binding to fibrin D-Dimer-E complex | FP displacement of FITC-Tn7 peptide from fibrin DD(E); 0% = median of compound wells per plate | AID 720508 | P02675 | inhibition, % at 8.3 µM | 370,000 compounds, 0.13% hits;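 active means inhibition above the mean of compounds falling within the control limits plus 3 SD of them, cut at about 14% in these data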;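 further: 0% = plate median of compound wells and 100% = 10 µM Aha-Tn7 peptide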
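Measure: % inhibition scaled between sample-field median and high-control FP; Test system: human fibrin DD(E); Quantity: 2 µM final DD(E) protein; Doses: one dose, 8.3 µM nominal; Schedule: compound with protein 10 min, then 3 h after probe, room temperature; Detection: fluorescence polarization; Medium: Tris buffer with calcium and detergent, pH 7.8.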
PRMT1 inh = PRMT1 (human) inhibition, primary screen. Q99873. recombinant PRMT1, activity-based probe fluorescence polarization. inhibition, % at 2.79 µM. 370,000 compounds, 1.3% hits;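 active means inhibition above about 21% made by adding two undisclosed values, limit read from the data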
Target sequence (Q99873 whole entry, looked up): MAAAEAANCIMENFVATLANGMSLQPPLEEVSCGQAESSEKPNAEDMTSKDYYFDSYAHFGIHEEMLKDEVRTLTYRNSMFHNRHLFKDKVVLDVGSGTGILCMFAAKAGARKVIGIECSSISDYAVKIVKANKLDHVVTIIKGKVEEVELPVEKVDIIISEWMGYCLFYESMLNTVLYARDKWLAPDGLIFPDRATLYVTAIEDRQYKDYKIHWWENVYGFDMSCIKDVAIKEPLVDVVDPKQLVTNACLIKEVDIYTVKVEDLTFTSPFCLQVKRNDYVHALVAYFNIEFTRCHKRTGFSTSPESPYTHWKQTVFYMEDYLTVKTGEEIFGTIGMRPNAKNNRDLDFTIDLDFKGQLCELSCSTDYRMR
UHRF1 binding = UHRF1 methyl-DNA binding inhibition; 370,000 compounds, 0.75% hits; Q96T88; UHRF1 binding to methylated oligo, TR-FRET; inhibition, % at 4.4 µM; AID 687016; in the data active means inhibition above about 21%;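 further: UHRF1 SRA domain binding a hemimethylated CpG hairpin DNA probe; 0% = median of test compound wells and 100% = reference inhibitor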
MBD2 DNA inh = MBD2-methylated oligo binding inhibition | inhibition, % at 4.4 µM | TR-FRET, MBD2 binding to methylated oligonucleotide | Q9UBB5 | 370,000 compounds, 0.31% hits; in the data active means inhibition above about 13%
Target sequence (Q9UBB5 whole entry, looked up): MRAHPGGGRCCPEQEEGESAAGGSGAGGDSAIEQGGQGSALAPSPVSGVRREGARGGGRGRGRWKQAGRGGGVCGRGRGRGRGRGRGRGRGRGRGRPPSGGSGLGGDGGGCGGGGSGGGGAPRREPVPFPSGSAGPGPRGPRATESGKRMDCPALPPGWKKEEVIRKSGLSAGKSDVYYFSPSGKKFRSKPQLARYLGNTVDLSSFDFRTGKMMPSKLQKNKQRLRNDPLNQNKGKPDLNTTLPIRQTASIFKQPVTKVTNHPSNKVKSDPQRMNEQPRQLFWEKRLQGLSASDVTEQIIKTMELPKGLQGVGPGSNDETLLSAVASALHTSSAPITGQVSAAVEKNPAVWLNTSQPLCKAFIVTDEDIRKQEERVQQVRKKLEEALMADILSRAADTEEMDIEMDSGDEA
LEDGF integ inh = blocks HIV-1 LEDGF/p75-dependent DNA integration. TR-FRET IN-LEDGF/p75 DNA integration, Eu/Cy5. 370,000 compounds, 0.64% hits. inhibition, % at 3.7 µM;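 active means inhibition above the screen-wide mean plus 3 SD, cut at about 13% in these data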;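 further: signal is the Cy5 over europium emission ratio at 671 and 618 nm; 0% = plate median of compound wells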
KLK7 zymogen act = proKLK7 (human) activation, primary screen; AID 652039; activation, % at 7 µM; 370,000 compounds, 0.9% hits; purified proKLK7, EDANS-DABCYL substrate fluorescence; 100% is mature enzyme control, 0% vehicle;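 active means activation above the mean of all tested compounds plus 3 SD, computed per campaign excluding outliers beyond control limits, cut at about 13% in these data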
Tn6 DDE FP = DD(E)-Tn6 binding inhibition, primary FP screen; 370,000 compounds, 0.21% hits; AID 720509; Fibrin DD(E) TRITC-Tn6 fluorescence polarization displacement; P02675; inhibition, % at 8.3 µM;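 active means inhibition above a per-campaign cutoff: mean of compounds within control limits plus 3 SD, cut at about 15% in these data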;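 further: 0% = median of all compound wells on the plate and 100% = blocking peptide control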
* marks the source's active call; other numbers are inactive results.

#	SMILES	TDP2 absorb	TCR CD3 inh	SIAE primary	Tn7 DDE FP	PRMT1 inh	UHRF1 binding	MBD2 DNA inh	LEDGF integ inh	KLK7 zymogen act	Tn6 DDE FP
1	CC1(C)CN(c2ccc(F)cc2)C1=O	-5	3	-4	4	-4	1	-2	-1	0.4	5
2	COc1ccc(NC(=O)CN(C)C(=O)CCCSc2nc3ccccc3[nH]2)cc1	11	5	10	0	-2	-2	1	1	-0.1	1
3	Cc1cc(-c2nc3ccccc3[nH]2)ccc1N	-4	5	1	0	1	-1	0	-3	2.3	-1
4	COc1cccc(N2CCN(CC(=O)c3c[nH]c4ccc(OC)cc34)CC2C)c1 (configuration not stated)	-2	-7	11	0	-2	-3	-6	0	-0.3	1
5	CCOc1ccc(N2C(=O)Nc3ccccc3C2(O)C(=O)NCc2ccccc2)cc1 (configuration not stated)	-9	-1	-3	4	4	1	-1	-7	-0.2	5
6	COc1ccc(F)cc1S(=O)(=O)NCC1CCCO1 (configuration not stated)	-8	-7	9	3	0	3	7	0	0.1	1
7	CCOc1ccc(C2/C(=C(/O)c3ccc4c(c3)CC(C)O4)C(=O)C(=O)N2CC2CCCO2)cc1 (configuration not stated)	11	1	0	8	-3	-5	-6	2	-0.1	6
8	COc1cccc(NC(=O)NNC(=O)C(C)Oc2ccc3ccccc3c2)c1 (configuration not stated)	6	0	-7	1	1	-1	-2	0	-0.4	-5
9	COc1cc(/C=N/N=C2/NC(=O)C(CC(=O)O)S2)ccc1OCc1cccc(Cl)c1 (configuration not stated)	-3	15	5	-1	1	4	-3	3	-1.0	-1
10	CCN1CCN(CCCNC(=O)c2ccc(NC(=O)C3=C(C)OCCS3)cc2)CC1	-5	-6	0	0	3	1	4	2	0.3	-2
11	Cn1cccc1Cc1nnc(SCC(=O)NCc2ccc(F)cc2)n1-c1ccc(F)cc1	1	-1	3	6	7	-2	-5	-1	1.0	1
12	COc1cccc(-c2oc3c(c2C(=O)OCCN(C)C)C(O)CCC3)c1 (configuration not stated)	0	-1	4	5	-2	15	3	-1	0.3	-4
13	C[C@H](CO)N1C[C@H](C)[C@H](CN(C)C(=O)c2ccncc2)OCc2ccccc2-c2c(n(C)c3ccccc23)C1=O	-5	-5	-3	2	4	4	8	-13	0.2	-6
14	CS(=O)(=O)N1CCC(C(=O)N2CCN(Cc3ccccc3)CC2)CC1	7	8	-1	2	-1	-2	3	2	-0.2	-2
15	CC(C)(C)CC(C)(C)NC(=O)CSCC(=O)Nc1ccc2ccccc2c1	-16	-4	-12	0	10	4	0	0	0.5	-4
16	COCCNC(=O)C(NC(=O)C1CCCCC1)C(C)C (configuration not stated)	7	3	-2	-5	-1	2	4	0	-0.8	-7
17	Cc1nn(C(C)C(=O)N2CCCC2)c(=O)c2nn(-c3ccccc3)c(C)c12 (configuration not stated)	4	-1	2	6	1	-3	3	-2	-0.2	-7
18	CCN1C(=O)/C(=C\C(=O)c2cccs2)c2cc(Br)ccc21	10	3	4	-3	1	-2	1	0	0.0	-10
19	Cc1cc(C)c2c(CC(=O)N3CCCC3)coc2c1	-13	4	-1	5	-1	2	2	-5	-0.3	-1
20	CC(C)NC(=O)C(=O)NCCc1ccc(Cl)cc1	11	-5	2	-10	-1	-3	3	1	0.0	-7
21	COc1ccc(CC(=O)N/N=C(/C)c2ccco2)cc1	10	8	-3	-6	1	1	0	0	-0.2	0
22	CCS(=O)(=O)N1CCN(C(=O)c2cccnc2)CC1	5	-1	-3	2	-1	5	3	0	-0.5	4
23	CC(C)(C)n1nc2c(c1NC(=O)Cc1cccc3ccccc13)CS(=O)(=O)C2	8	-3	-7	12	4	2	0	-3	0.1	0
24	CCOc1ccc2ncc(S(=O)(=O)c3ccccc3)c(N3CCC4(CC3)OCCO4)c2c1	-6	4	-6	-1	-1	0	4	0	0.1	-2
25	NC(=O)C1CCN(C(=O)CSc2nc3ccccc3o2)CC1	4	3	3	2	0	-3	3	-1	-0.7	-4
26	CCCCOc1ccc(CNC(=O)NS(=O)(=O)c2ccc(OCC(C)C)cc2)cc1	5	-5	3	-3	-1	0	0	0	0.3	1
27	Cc1ccccc1C(N)=O	-12	-2	1	2	0	-1	-1	-1	-0.3	8
28	Cc1ccc(Nc2nc(-c3sc(NC(=O)c4ccccc4)nc3C)cs2)cc1	5	-2	1	6	1	0	-3	-1	0.0	9
29	Cn1cccc1Cc1nnc(SCC(=O)NCCc2ccccc2)n1C	-14	10	1	-6	-2	-1	-9	4	0.0	-4
30	CCOC(=O)C1=NN(c2ccc(Cl)cc2)C(c2ccccc2)CC1=O (configuration not stated)	7	0	6	-6	-2	-5	-2	2	-0.2	-8
31	CCOC(=O)N1CCN(C2CC(=O)N(c3ccc(Cl)c(Cl)c3)C2=O)CC1 (configuration not stated)	3	-3	0	-5	-1	-1	-2	1	0.5	-4
32	COc1ccc(CN(C)C(=O)Cn2cnc3c(NCc4ccccc4)ncnc32)cc1OC	-1	-3	0	-12	3	2	-1	-2	0.1	-1
33	Cc1cccc(C)c1NC(=O)C1CCCN1C(=O)NCc1ccccc1 (configuration not stated)	3	4	1	0	6	2	3	5	0.5	-4
34	COc1ccccc1-n1cnc2cc(NS(=O)(=O)c3ccc(Br)cc3)ccc21	-14	3	-8	0	0	0	7	0	-0.1	-14
35	O=C(O)c1ccccc1-c1cccc2nncn12	-13	12	-12	3	-3	-1	-9	1	0.1	7
36	Cc1ccc(SC(C)C(=O)NC(N)=O)c(C)c1 (configuration not stated)	-1	3	-3	2	3	6	2	-3	0.2	2
37	CC(=O)N(C)c1ccc(N=NC2C(=O)N(C(N)=S)N=C2C)cc1 (configuration not stated)	7	-2	6	-3	-5	-21	-11	0	0.2	5
38	Cc1c(Cl)c([N+](=O)[O-])nn1CC(=O)N1CCN(C23CC4CC(CC(C4)C2)C3)CC1	-13	2	7	-5	-4	-3	-3	3	0.1	1
39	CN(C)CCN(Cc1ccccc1)S(=O)(=O)c1ccc2c(c1)n(C)c(=O)c(=O)n2C	2	5	2	6	-5	-2	5	0	0.4	6
40	COc1ccc(OCCOC(=O)CCS(=O)(=O)c2ccc(C)cc2)cc1	-9	2	5	-2	2	1	-2	1	0.1	-6
41	CC(=O)c1ccc(C(=O)N2CCc3c([nH]c4ccccc34)C2c2ccccn2)s1 (configuration not stated)	-9	-2	-3	3	6	2	-3	-8	-0.1	-8
42	O=C(CSc1nnc(NC(=O)c2ccccc2)s1)NCc1ccco1	-7	9	-2	-5	1	-2	1	3	0.5	-4
43	O=C(O)c1ccc(N2N=C(c3ccccc3)CC2c2ccccc2)cc1 (configuration not stated)	-9	9	8	3	-1	0	-2	-1	64*	-1
44	COc1ccc(C(=O)NC(=S)N2CCCCC2c2cccnc2)cc1OC (configuration not stated)	2	-2	-4	-5	-3	-3	4	4	0.6	4
45	CCN1CCN(CCCNC(=O)c2cc3c(=O)oc4ccc(C)cc4c3s2)CC1	4	-2	6	-1	-1	-12	2	-3	-0.1	5
46	COc1ccc(NC(=O)COC(=O)CCCOc2ccc(Cl)cc2Cl)cc1	-11	-4	1	4	2	4	6	-4	0.7	-6
47	COc1ccc2c(c1[N+](=O)[O-])CCC/C2=N/OC(=O)c1cccc2ccccc12	11	2	2	4	0	0	0	0	0.4	5
48	CN1C(=S)SC(C)(C)C1(C)NO (configuration not stated)	0	4	3	5	7	-2	-2	0	-0.6	-11
49	COc1ccc(C(=O)Nc2cccc(/C=C/c3nc4ccccc4c(=O)[nH]3)c2)cc1	3	3	-52	3	2	2	3	-5	-42	6
50	N#CC(c1ccccc1)C1CCN(Cc2ccccc2)CC1 (configuration not stated)	-16	0	-1	-10	-1	2	0	-1	0.0	3

Next section
#	SMILES	TDP2 absorb	TCR CD3 inh	SIAE primary	Tn7 DDE FP	PRMT1 inh	UHRF1 binding	MBD2 DNA inh	LEDGF integ inh	KLK7 zymogen act	Tn6 DDE FP
51	C=CCc1cccc2cc(C(=O)NNC(=O)CC#N)c(=O)oc12	-5	29*	3	10	-1	-2	-1	-1	-2.6	1
52	CCc1ccc(NC(=O)CN2CCC(C(=O)c3ccc(OC)cc3)CC2)cc1	6	3	-3	4	1	2	1	2	0.2	3
53	CNS(=O)(=O)c1cc(NC(=O)c2cnc(SC)n2-c2ccccc2)ccc1C	-5	5	-2	3	-1	-2	1	1	-0.4	8
54	CC1(c2ccc(OC(F)F)cc2)NC(=O)N(CC(=O)Nc2ccc(Cl)cc2F)C1=O (configuration not stated)	4	-5	-2	-3	5	0	5	-2	0.1	-9
55	O=C(CCN1C(=O)c2ccccc2S1(=O)=O)N1CCN(c2ccccc2)CC1	-5	6	1	4	-1	-1	-4	-1	0.0	8
56	CCCCC(CCCC)=N/N=C/c1c(O)n(CC)c2cc(C3=NNC(=O)CC3)ccc12	8	0	11	1	4	-6	-12	2	-0.3	1
57	Cc1cc(=O)oc(C)c1C(=O)Nc1cccc2nonc12	1	10	-1	2	9	1	6	4	4.8	-5

Source: PubChem (The Scripps Research Institute Molecular Screening Center)
